mouse EphA4 binding = inhibitors of EphA4 binding to KYL peptide, primary screen, biochemical, colorimetric, mouse EphA4 (AID 689) | Ephrin type-A receptor 4 (Mus musculus) | EphA4-AP binding to KYL peptide, pNPP A405; higher % means a stronger effect | inhibition, % at 10 µM; hits with a dose series show IC50 in µM | 0.1% of 62,000 active; in the data active = a potency from the dose series; inactive = the rest, 99 in 100 with inhibition below about 22%
Starred values were filed as active, the others as inactive; & = joins results of further samples.

SMILES	mouse EphA4 binding
Cc1nc2ccccc2nc(C)c1=NO	-3%
CCC(=O)n1nc(-c2ccccc2)nc1SCC(=O)Nc1ccc(C)cc1	-2%
O=C1CN(C(=O)CSc2nnc(-c3ccccc3)n2Cc2ccc3c(c2)OCO3)c2ccccc2N1	-6%
O=C(NC1CCSC1=O)c1ccccc1 (stereo not drawn)	-17%
COc1ccc(C(=O)NC(=S)Nc2ccccc2N2CCN(S(C)(=O)=O)CC2)cc1OC	-5%
COC(=O)c1ccc(NC(=S)N2CCN(Cc3cccc(C)c3)CC2)cc1	3%
CC(=O)C1=C(C)NC(SCC(=O)c2cc(Cl)ccc2Cl)=C(C#N)C1c1ccco1 (stereo not drawn)	16%
CCSC1=C(C#N)C(c2ccccc2Cl)CC(=O)N1 (stereo not drawn)	-3%
Cc1ccc(S(=O)(=O)C(C#N)c2nc3ccccc3nc2N2CCCCC2)cc1 (stereo not drawn)	-4%
CCOC(=O)c1c(C=O)c(C)n(Cc2ccc(C)cc2)c1C	9%
Nc1nnnn1/N=C/c1cc(Cl)cc(Cl)c1OCc1ccc(Cl)cc1Cl	14%
CN1/C(=C\C=[N+](C)c2ccccc2)C(C)(C)c2ccccc21	-36%
COC(=O)CCC(=O)COc1ccccc1C#N	-29%
CCOc1ccc(-c2cc(N)n(S(=O)(=O)c3ccc(OC)cc3)n2)cc1	0%
Cc1[nH]c(=O)[nH]c(=O)c1CSc1nnc(CCCCCNC(=O)OC(C)(C)C)o1	-6%
CCOCCOC(=O)c1ccc(NC(=O)c2ccco2)cc1	-2%
COc1ccc(-n2c(Cc3cc(=O)[nH]c(=O)[nH]3)nnc2SCC(=O)Nc2ccccc2)cc1	7%
O=C(Nc1cccc2ccccc12)N1CC=C(c2ccccc2)CC1	-6%
C=CCn1c(=O)/c(=C/c2ccc(C)o2)s/c1=C(/C#N)C(=O)c1ccccc1	16%
O=C(CSc1nc2ccccc2c(=O)n1CCCC(=O)N1CCCC1)NCc1ccco1	-10%
CCOc1ccc(C(=O)NCc2ccncc2)cc1OCC	-13%
O=C1N=C(N2CCOCC2)S/C1=C/c1cccs1	-15%
CC1(C(=O)NC2CCCC2)CCC(=O)N1Cc1ccccc1 (stereo not drawn)	-12%
Nc1nc2ccccc2nc1N1CCCC1	-13%
O=C(CC1OC(=O)c2ccccc21)Nc1ccccc1N1CCOCC1 (stereo not drawn)	-4%
CCCNc1nc2c(c(=O)n(C)c(=O)n2C)n1Cc1cccc(C)c1	-3%
COc1cccc(OCCOCCOc2cccc(OC)c2)c1	-10%
CCC(C)c1ccc(-c2cc(C(=O)OCC(=O)Nc3cc(C)on3)c3ccccc3n2)cc1 (stereo not drawn)	-9%
CC(Sc1ccc(Br)cc1)C(N)=O (stereo not drawn)	-16%
Cc1ccc2nc(SCC(=O)N3c4ccccc4CC3C)c(C)cc2c1 (stereo not drawn)	8%
Cc1nc2ccccc2cc1OCc1ccccc1	2%
COC(=O)c1sccc1NC(=O)Nc1cccc(Cl)c1Cl	-12%
O=C(CSCc1ccco1)c1ccc(Cl)s1	-5%
CC(=O)NC(=S)Nc1ccc(-c2nc3ccc(C)cc3s2)cc1	-9%
O=C(NC(NCc1ccccc1)C(Cl)(Cl)Cl)c1cccnc1 (stereo not drawn)	-12%
O=C(Nc1nnc(SCc2ccc(Cl)cc2Cl)s1)C1COc2ccccc2O1 (stereo not drawn)	2%
Cc1noc(C)c1COC(=O)COc1cccc2c1OC(C)(C)C2	-3%
O=[N+]([O-])c1ccc(Cl)c(/C=N/N2CCN(Cc3ccccc3Cl)CC2)c1	-7%&2%
Cc1cnc(NC(=O)CSc2nnc(C)s2)s1	-10%
CCOC(=O)c1ccc(Nc2nnc(C(C)(C)C)c(=O)[nH]2)cc1	-4%

As a short view, some entries already given.
SMILES	mouse EphA4 binding
CCOc1ccc(C(=O)NCc2ccncc2)cc1OCC	-13%
O=C1N=C(N2CCOCC2)S/C1=C/c1cccs1	-15%
CC1(C(=O)NC2CCCC2)CCC(=O)N1Cc1ccccc1 (stereo not drawn)	-12%
Nc1nc2ccccc2nc1N1CCCC1	-13%
O=C(CC1OC(=O)c2ccccc21)Nc1ccccc1N1CCOCC1 (stereo not drawn)	-4%
CCCNc1nc2c(c(=O)n(C)c(=O)n2C)n1Cc1cccc(C)c1	-3%
COc1cccc(OCCOCCOc2cccc(OC)c2)c1	-10%
CCC(C)c1ccc(-c2cc(C(=O)OCC(=O)Nc3cc(C)on3)c3ccccc3n2)cc1 (stereo not drawn)	-9%
CC(Sc1ccc(Br)cc1)C(N)=O (stereo not drawn)	-16%
Cc1ccc2nc(SCC(=O)N3c4ccccc4CC3C)c(C)cc2c1 (stereo not drawn)	8%
Cc1nc2ccccc2cc1OCc1ccccc1	2%
COC(=O)c1sccc1NC(=O)Nc1cccc(Cl)c1Cl	-12%
O=C(CSCc1ccco1)c1ccc(Cl)s1	-5%
CC(=O)NC(=S)Nc1ccc(-c2nc3ccc(C)cc3s2)cc1	-9%
O=C(NC(NCc1ccccc1)C(Cl)(Cl)Cl)c1cccnc1 (stereo not drawn)	-12%
O=C(Nc1nnc(SCc2ccc(Cl)cc2Cl)s1)C1COc2ccccc2O1 (stereo not drawn)	2%
Cc1noc(C)c1COC(=O)COc1cccc2c1OC(C)(C)C2	-3%

(cont.)
SMILES	mouse EphA4 binding
Cc1oc2ccc(OC(=O)c3cccs3)cc2c1C(=O)OC(C)C	18%
O=C(N/N=C/c1cccc(F)c1)c1cc(-c2ccco2)nc2ccccc12	16%
O=C(NCc1ccccc1)/C(=N\O)c1ccccc1	-9%
C=CCN(c1ccc(C(=O)NCCc2ccccc2)cc1)S(C)(=O)=O	-9%
CCCN1C(=O)/C(=C/C=C2\N(CC)c3ccccc3C2(C)C)SC1=S	5.1µM*
CNC(=O)N(C1=NCC(C)(C)S1)c1ccc(F)c(Cl)c1	-6%
CC(C)CC(=O)NC1(C(F)(F)F)C(=O)Nc2c1c(=O)[nH]c(=O)n2Cc1ccco1 (stereo not drawn)	-21%
O=C(c1cccc(C(=O)N2CCN(c3ncccn3)CC2)c1)N1CCN(c2ncccn2)CC1	-7%
O=C1Cc2ccccc2Sc2ccc(Cl)cc21	-5%
O=C(CCC(=O)OCC(=O)c1ccc(-c2ccccc2)cc1)Nc1cccc(Cl)c1	-11%
CCCCC(=O)NC(=S)Nc1cccc(NC(=O)CC)c1	-14%
CC(=O)Oc1ccc(-c2csc(Nc3cccnc3)n2)cc1	-7%
O=C(O)c1cccc(N2C(=O)C3C4C=CC(C4=C(c4ccccc4)c4ccccc4)C3C2=O)c1 (stereo not drawn)	12%
O=C(O)COc1ccccc1C=C1C(=O)NC(=O)N(c2ccccc2F)C1=O	-14%
CC1(C)NC(=O)N(CC(O)COc2ccccc2C(=O)N2CCCCC2)C1=O (stereo not drawn)	-14%
CCOC(=O)c1cccc(NC(=O)C2CCN(S(=O)(=O)c3cnc[nH]3)CC2)c1	-2%
CCOc1ccc(S(=O)(=O)N2CCN(c3ccccc3)CC2)c2cccnc12	0%
O=C(CSCc1c(Cl)cccc1Cl)Nc1ccc2c(c1)OCO2	-9%
COC(=O)C(NC(=O)C12CC3CC(CC(C3)C1)C2)C(C)C (stereo not drawn)	-7%
CC(=O)N1CCC(=NNS(=O)(=O)c2cccc([N+](=O)[O-])c2)CC1	-16%
O=C(OCC1OC(n2ccc(=O)[nH]c2=O)C(O)C1OC(=O)c1ccccc1)c1ccccc1 (stereo not drawn)	-31%
Cc1c(C#N)c2ccccc2n1CC(=O)N1CCCC1	4%
O=C(CSc1ncc(-c2ccccc2)[nH]1)Nc1ccc(F)cc1	-3%
Cc1ccc(Cn2ccc(NC(=O)c3nn(C)cc3Cl)n2)cc1	-2%
C(=NN1CCN(Cc2ccccc2)CC1)c1cccc(Oc2ccccc2)c1	8%
O=C(CSc1cccc2cccnc12)Nc1ccc(/C=C/c2ccccc2)cc1	-12%
CCCCC(CCC(=O)O)(C(=O)OCC)c1csc(N)n1 (stereo not drawn)	-8%
O=C(Cn1c(=O)oc2cc(S(=O)(=O)N3CCCC3)ccc21)N1CCN(c2ccccc2)CC1	4%
O=C(CSCc1ccccc1)Nc1ccccc1Br	-5%
CCc1ccc(-c2csc(NC(=O)C3CCCO3)c2C(=O)OC(C)C)cc1 (stereo not drawn)	-6%
COc1ccc(N(CC(=O)N/N=C/c2cccs2)S(=O)(=O)c2ccc(OC)c(OC)c2)cc1	-1%
Cc1cc(C)c(C#N)c(SCS(=O)c2ccc(C(C)(C)C)cc2)n1 (stereo not drawn)	-2%
CCC1(O)CC(C(=O)OC)=NN1C(=O)c1ccccc1 (stereo not drawn)	-4%
CSc1ccc(C(=S)N2CCN(C(c3ccccc3)c3ccccc3)CC2)cc1	4%
CCCCn1nc2cc(C(=O)NCc3ccccc3)ccc2c1OCC	-2%
O=C1CCCN1c1ccc(S(=O)(=O)Oc2cccc(Cl)c2)cc1[N+](=O)[O-]	-11%
Cc1ccc(/C=N/Nc2cccc3cccnc23)c(O)c1	12%
C=C(C)CN(CC)C(=O)COc1ccc(S(=O)(=O)Nc2ccc(OC)cc2)cc1	-24%
CC(OCC(O)CN(C)CCOc1ccccc1)c1ccc(Cl)cc1 (stereo not drawn)	-5%
O=C(CCCN1Cc2ccccc2C1)c1ccc(F)cc1	-4%
COc1ccc(CN=CC2=C(O)CNC2=O)cc1	4%
COc1ccc(/C=C2/C(C)=C(C#N)c3nc(N)c(C#N)c(C)c32)cc1Br	-6%
CC(=O)C(C(C)=O)c1c(Cl)c(O)c(O)c2c(C(=O)c3ccccc3)coc12	2%
O=C(Nc1ccc(Oc2ccc(NC(=O)C3CCCO3)cc2)cc1)C1CCCO1 (stereo not drawn)	6%
COc1cccc(/C(O)=C2/C(=O)C(=O)N(CCN(C)C)C2c2ccccn2)c1 (stereo not drawn)	-5%
O=C(c1cn(-c2ccccc2)nc1-c1ccccc1)N1CCCCC1	-7%
CCOC(=O)Cc1csc(NC(=O)CCCCCN2C(=O)c3ccccc3C2=O)n1	2%
COCCn1c(=O)[nH]c2cc(C(=O)NC(C)C)ccc2c1=O	-13%
CCOc1cc(OCC)cc(C(=O)Nc2c(C)cccc2C)c1	3%
O=C1C2C3C=CC([C@@H]2C(=O)N1C1CC1)[C@H]1C(=O)N(C2CC2)C(=O)C31 (stereo partly drawn)	-6%
Later entries:
SMILES	mouse EphA4 binding
COc1ccccc1CNC(=O)CCCN1C(=O)COc2ccc(C)cc21	-3%
O=C(NC1CCCCC1)C(c1cccs1)N(C(=O)C(F)(F)F)c1ccccc1 (stereo not drawn)	-6%
Cn1cnnc1Sc1cc(N2CCCC2)ccc1[N+](=O)[O-]	0%
CCn1cc(C(=O)N/N=C(/C)c2ccc(F)cc2)c(=O)c2cc(F)c(N3CCCC3)cc21	-11%
O=C(/C=C/c1cn(-c2ccccc2)nc1-c1cccs1)c1cccs1	0%
N#CC1=C(N2CCCCC2)c2cc3c(n2C1=O)CCCC3	-6%
CCOC(=O)c1oc2ccc(S(=O)(=O)n3nc(-c4ccccc4)cc3N)cc2c1C	-21%
Cc1nn(-c2ccc(F)cc2)c(C)c1NS(=O)(=O)c1ccc2ccccc2c1	-16%
Cc1ccc(C(=O)/C=C/Nc2ccccc2C(N)=O)cc1	-11%
CCOc1cc(N2CCOCC2)c(OCC)cc1NC(=O)COc1cccc2cccnc12	-8%
CCOC(=O)c1cccc2c1-c1ccccc1/C2=N/O	-8%
O=C(C1CC1)N1CCCN(C(=O)C2CC2)CC1	1%
Cc1cc(=O)oc2cc(OCC(O)CN3CCN(c4ccc(F)cc4)CC3)ccc12 (stereo not drawn)	1%
CCc1ccc(OCc2nnc(SCCN3CCOCC3)n2C)cc1	-6%
CCOC(=O)C1=C(C)Nc2nc(SCC)[nH]c(=O)c2C1c1ccncc1 (stereo not drawn)	0%
Cc1cccc(-c2cc(C(=O)Nc3ccc4c(c3)OCCO4)c3ccccc3n2)c1	-43%
Cc1cc(C)cc(-n2c(C)cc(/C=N/NC(=O)CSc3ncccn3)c2C)c1	0%
Cc1n[nH]c(=O)nc1Nc1ccc(O)cc1	0%
N#Cc1nc(Cc2cccc3ccccc23)oc1NCC1CCCO1 (stereo not drawn)	9%
C/C(=N\Nc1nc2c(s1)CCCC2)c1ccc(Cl)cc1	11%
CCN(CC)CCCNC(=O)N[C@@H](Cc1ccccc1)C(=O)O	-3%
CCOC(=O)c1oc2ccccc2c1NC(=O)c1ccc2c(c1)OCO2	-11%
COc1ccccc1C1CC(c2ccc(Cl)cc2)Nc2nc(N)nn21 (stereo not drawn)	-2%
C=C(C)Cn1c(C)cc(C)c(S(=O)(=O)c2ccccc2C)c1=O	2%
C/C(O)=C\c1nc2ccccc2oc1=O	-8%
Cc1oc2cc(O)ccc2c(=O)c1Oc1ccccc1	-10%
CC(C)(C)C(=O)CN1CCN(C2c3ccccc3-c3ccccc32)CC1	2%
CCN(C(=O)CSc1nc2cc(C(=O)OC)ccc2c(=O)n1Cc1ccco1)c1cccc(C)c1	9%
Cc1cc(NC(=O)c2ccc(S(=O)(=O)Nc3ccccc3)cc2)no1	-8%
Cc1ccccc1C(=O)Nc1cccc(NC(=O)c2ccc(-c3ccc([N+](=O)[O-])cc3C)o2)c1	-8%
COc1ccc(-c2cc(=O)n3[nH]c(-c4cccc(F)c4)cc3n2)cc1	-2%
CCOc1ccc2c(=O)c(-c3ccccc3OC)c(C(F)(F)F)oc2c1	-3%
CCCCn1c(N)c(N(CC)C(=O)c2ccc3c(c2)S(=O)(=O)c2ccccc2C3=O)c(=O)[nH]c1=O	7%
CC1Cc2nc(SCC(=O)Nc3ccc(F)cc3)n(C)c(=O)c2S1 (stereo not drawn)	-7%
CCOC(=O)c1c2c(c(=S)n(-c3ccccc3)c1N)CCC2	2%

Screening results: PubChem BioAssay, Sanford-Burnham Center for Chemical Genomics

This is a subset; count on the stated rates, not on these rows.
